SENP8 block-1 – inhibitors of human SENP8 protease; purified SENP8, Z-RLRGG-aminoluciferin cleavage, luminescence; inhibition, % at 10 µM; 330,000 compounds, 1.2% hits; AID 2540; in the data active means inhibition above about 50%
Apaf1 inhib – human Apaf-1 inhibition. reconstituted apoptosome caspase-3 activity, DEVD-Rh110 fluorescence. inhibition, % at 20 µM. 330,000 compounds, 0.71% hits; active means inhibition of at least 40% at 20 µM;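 further: plate controls were DMSO wells for no effect and DEVD-CHO caspase inhibitor wells for full effect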
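System: reconstituted apoptosome with Apaf-1, cytochrome c, caspase-9, procaspase-3, dATP; Signal: Rh110 fluorescence intensity; Schedule: 30 min compound preincubation, 50 min activation, room temperature; Reagent: cytochrome c trigger plus (Z-DEVD)2-Rh110 caspase-3 substrate.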
SENP7 inh – blocks the human protease SENP7. recombinant SENP7, Z-RLRGG-aminoluciferin luminescence, 40 min. inhibition, % at 5 µM. 330,000 compounds, 1.5% hits. AID 434973;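 active means inhibition above about 50% at the single test dose, limit read from the data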;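 further: plate controls were DMSO with enzyme for no effect and no enzyme buffer wells for full effect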
SENP1 inh – blocks the human SENP1 SUMO protease catalytic domain; Q9P0U3; recombinant SENP1 catalytic domain, CyPet-SUMO1-YPet FRET cleavage; inhibition, % at 10 µM; 360,000 compounds, 0.21% hits; AID 624204;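 active means inhibition at least 30% at 10 µM, raw YFP signal under a set limit, fluorescence ratio 0.5 to 1.5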;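 further: 0% = enzyme with DMSO and 100% = no enzyme wells; some results filed as inactive read as strong as hits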
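Assay system: hSENP1 catalytic domain, recombinant. Amount: SENP1 enzyme, 20 pM final. Schedule: 50 min reaction, RT, dark. Technique: FRET, CFP and YFP emission. Control set: no-enzyme wells low, DMSO-plus-enzyme wells high control.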
PfG6PD inh – PfG6PD (Plasmodium falciparum) enzyme inhibition; PfGluPho enzyme, NADPH resazurin-diaphorase fluorescence; inhibition, % at 20 µM; 350,000 compounds, 0.78% hits;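 active means inhibition reaching at least a set limit at 20 µM in the primary screen, cut at about 59% in these data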;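 further: 0% = DMSO wells with substrate and 100% = DMSO wells lacking glucose-6-phosphate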
SENP6 inh – inhibitors of human SENP6 protease | Recombinant SENP6 catalytic domain, aminoluciferin luminescence | inhibition, % at 10 µM | 330,000 compounds, 1.8% hits;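 active means inhibition above about 50% at the single tested dose, limit read from the data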;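 further: plate controls were DMSO wells with enzyme for no effect and DMSO wells lacking enzyme for full effect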
HKDC1 inhibitor – inhibitors of human hexokinase HKDC1. Q2TB90. recombinant HKDC1, G6PDH/diaphorase resazurin coupled fluorescence. inhibition, % at 20 µM. 340,000 compounds, 0.16% hits;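 active means inhibition above about 35% when tested at 20 µM, limit read from the data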;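 further: plate controls were DMSO wells with enzyme for no effect and DMSO wells lacking enzyme for full effect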
Target sequence (Q2TB90 whole entry, looked up): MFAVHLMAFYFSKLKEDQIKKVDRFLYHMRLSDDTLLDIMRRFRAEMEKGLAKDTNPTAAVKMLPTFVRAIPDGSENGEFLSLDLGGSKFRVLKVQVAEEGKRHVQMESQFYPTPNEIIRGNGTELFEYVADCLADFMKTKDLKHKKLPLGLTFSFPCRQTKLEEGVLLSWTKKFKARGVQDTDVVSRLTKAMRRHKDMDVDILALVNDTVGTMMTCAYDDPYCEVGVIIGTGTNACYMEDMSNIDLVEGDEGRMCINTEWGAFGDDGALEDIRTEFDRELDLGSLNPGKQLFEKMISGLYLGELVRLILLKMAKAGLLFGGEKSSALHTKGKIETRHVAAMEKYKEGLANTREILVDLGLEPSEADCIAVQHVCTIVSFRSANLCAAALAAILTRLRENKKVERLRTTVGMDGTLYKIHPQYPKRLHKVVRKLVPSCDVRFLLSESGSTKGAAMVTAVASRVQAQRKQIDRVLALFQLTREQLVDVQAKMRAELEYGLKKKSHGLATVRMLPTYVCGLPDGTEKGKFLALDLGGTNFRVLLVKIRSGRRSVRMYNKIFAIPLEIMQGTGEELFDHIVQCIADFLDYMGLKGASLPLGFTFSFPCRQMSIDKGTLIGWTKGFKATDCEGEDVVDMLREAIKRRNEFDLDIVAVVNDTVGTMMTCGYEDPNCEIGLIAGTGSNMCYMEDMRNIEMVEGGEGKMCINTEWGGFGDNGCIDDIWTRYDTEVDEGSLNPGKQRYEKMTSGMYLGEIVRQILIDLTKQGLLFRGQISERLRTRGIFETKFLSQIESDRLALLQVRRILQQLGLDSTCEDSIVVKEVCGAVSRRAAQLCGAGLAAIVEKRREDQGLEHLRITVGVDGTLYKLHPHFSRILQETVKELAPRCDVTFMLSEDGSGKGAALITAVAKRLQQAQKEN
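Assay system: recombinant HKDC1 hexokinase; detection: coupled resazurin fluorescence, excitation 525 nm, emission 613 nm; benchmarks: DMSO-plus-enzyme-mix negative control, buffer-substituted positive control; compound dosing: single 20 µM dose; schedule: 90 min at room temperature in dark; also added: glucose plus 1 mM ATP as hexokinase substrates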
NALP3 yeast inh – blocks the NALP3 inflammasome reconstituted in yeast | AID 2825 | inhibition, % at 10 µM | Yeast reconstituted NLRP3/ASC/caspase-1, beta-gal luminescence, 24 h | 330,000 compounds, 0.39% hits;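 active means inhibition of 50% or more; inactive means inhibition below 50%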;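 further: plate controls were induced DMSO wells for no effect and uninduced yeast grown without galactose for full effect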
SENP8 block-2 – SENP8 (human) protease inhibition; 360,000 compounds, 0.64% hits; AID 602440; inhibition, % at 20 µM; recombinant SENP8, Nedd8 substrate fluorescence; in the data active means inhibition mostly above about 40%, no sharp cut-off; inactive means mostly below about 27%
Starred values were filed as active, the others as inactive; i = inactive; nt = not tested or not shown.

The opening ten compounds as a preview:
#	SMILES	NALP3 yeast inh	Apaf1 inhib	SENP7 inh	PfG6PD inh	SENP6 inh
1	C/C(=N\NC(=O)c1cccnc1)c1ccc(-n2ccnc2)cc1	3	-2	-17	-9	-11
2	COc1ccccc1NC(=O)Cn1c(CCC(=O)O)ccc1-c1ccccc1	14	-1	-9	-20	-1
3	O=C(CSc1nc2ccccc2c2nc3ccccc3n12)NCc1ccco1	24	14	11	24	5
4	O=C(NCc1ccc(Cl)cc1)C1CCN(S(=O)(=O)N2CCOCC2)CC1	9	-2	-1	5	-12
5	CCOC(=O)N1CCC(N(CCOC)C(=O)Nc2ccc(C)c(C)c2)CC1	8	-8	-11	7	10
6	CCOc1ccc(-n2nc3c(Cl)nnc(C)c3c2C)cc1	-7	-4	3	7	2
7	O=c1c2c3nc4ccccc4nc3n(/N=C/c3ccncc3)c2ncn1-c1ccccc1	2	-15	-3	-7	-4
8	CC(c1ccc(F)cc1)n1cc(S(=O)(=O)N2CCCC2)ccc1=O (stereo not drawn)	19	-2	-5	2	-12
9	CCOC(=O)C1CCCN(C(=O)/C=C/c2ccc(Cl)cc2)C1 (stereo not drawn)	2	-2	-8	1	-24
10	C=CCOc1cccc(C(=O)N(C)C2CCCN(Cc3ccccc3F)C2)c1 (stereo not drawn)	nt	nt	nt	-2	nt

#	HKDC1 inhibitor	SENP8 block-2	SENP8 block-1	SENP1 inh
1	8	14	-10	3
2	-5	-99	0	-4
3	2	-17	8	-2
4	-3	4	-6	4
5	-9	11	-12	1
6	-7	3	2	-1
7	3	-58	0	-4
8	-3	12	-13	2
9	-5	-3	-12	1
10	-3	18	nt	2

This part in full, from the start:
#	SMILES	NALP3 yeast inh	Apaf1 inhib	SENP7 inh	PfG6PD inh	SENP6 inh
1	C/C(=N\NC(=O)c1cccnc1)c1ccc(-n2ccnc2)cc1	3	-2	-17	-9	-11
2	COc1ccccc1NC(=O)Cn1c(CCC(=O)O)ccc1-c1ccccc1	14	-1	-9	-20	-1
3	O=C(CSc1nc2ccccc2c2nc3ccccc3n12)NCc1ccco1	24	14	11	24	5
4	O=C(NCc1ccc(Cl)cc1)C1CCN(S(=O)(=O)N2CCOCC2)CC1	9	-2	-1	5	-12
5	CCOC(=O)N1CCC(N(CCOC)C(=O)Nc2ccc(C)c(C)c2)CC1	8	-8	-11	7	10
6	CCOc1ccc(-n2nc3c(Cl)nnc(C)c3c2C)cc1	-7	-4	3	7	2
7	O=c1c2c3nc4ccccc4nc3n(/N=C/c3ccncc3)c2ncn1-c1ccccc1	2	-15	-3	-7	-4
8	CC(c1ccc(F)cc1)n1cc(S(=O)(=O)N2CCCC2)ccc1=O (stereo not drawn)	19	-2	-5	2	-12
9	CCOC(=O)C1CCCN(C(=O)/C=C/c2ccc(Cl)cc2)C1 (stereo not drawn)	2	-2	-8	1	-24
10	C=CCOc1cccc(C(=O)N(C)C2CCCN(Cc3ccccc3F)C2)c1 (stereo not drawn)	nt	nt	nt	-2	nt
11	Cc1ccc(CCNC(=O)c2nnn(-c3cccc(C)c3)c2N)cc1	26	16	-3	17	-3
12	O=C1N=C(c2ccccc2)C(c2ccccc2)N1 (stereo not drawn)	-15	12	7	-3	-4

#	HKDC1 inhibitor	SENP8 block-2	SENP8 block-1	SENP1 inh
1	8	14	-10	3
2	-5	-99	0	-4
3	2	-17	8	-2
4	-3	4	-6	4
5	-9	11	-12	1
6	-7	3	2	-1
7	3	-58	0	-4
8	-3	12	-13	2
9	-5	-3	-12	1
10	-3	18	nt	2
11	2	8	5	-1
12	-4	-304	1	1

The list goes on.
#	SMILES	NALP3 yeast inh	Apaf1 inhib	SENP7 inh	PfG6PD inh	SENP6 inh
13	C=CCNC(=S)NNC(=O)C(CCCC)CC(C)O (stereo not drawn)	18	-18	-5	-13	4
14	Cc1cnc(=O)[nH]c1SCc1ccccc1F	14	-1	-14	-5	-2
15	O=c1[nH][nH]c2ccccc2c1=O	6	0	-7	-1	-16
16	COc1ccc(C2C(C(=O)c3sc(C)nc3C)=C(O)C(=O)N2CCN(C)C)cc1 (stereo not drawn)	10	3	-11	7	2
17	Clc1cccc(CN2C3=NCCCN3c3ccccc32)c1	8	-3	-4	4	-4
18	Cc1cc(-c2ccccc2)cc(C)n1	nt	nt	nt	5	nt
19	COc1ccccc1NC(=O)CSc1nnc(NC(=O)C2CC2)s1	6	1	-10	13	-13
20	CN(C(=O)CO/N=C/c1ccc(Cl)cc1)c1ccccc1	4	3	-6	0	-15
21	O=C(Nc1ccc(F)cc1F)c1ccc2ncsc2c1	20	-12	9	6	-1
22	CC(C)C(NC(=O)c1ccco1)C(=O)NCc1ccc(C(=O)O)cc1 (stereo not drawn)	-7	0	-3	3	-15
23	CCS(=O)(=O)Nc1c(C(=O)OC)[nH]c2ccccc12	-11	-16	-4	-14	-9
24	Cc1cc(F)c(F)c(C(=O)N2CCOCC2)c1Cl	15	-6	-8	11	-19

#	HKDC1 inhibitor	SENP8 block-2	SENP8 block-1	SENP1 inh
13	-5	14	-5	1
14	1	17	-20	4
15	-2	9	-4	-1
16	-3	17	-6	-4
17	-1	7	-4	1
18	-4	8	nt	0
19	2	5	-3	3
20	-11	2	-10	2
21	-4	-41	-9	-12
22	-2	2	-3	1
23	0	-38	-9	6
24	-5	18	0	2

(further entries)
#	SMILES	NALP3 yeast inh	Apaf1 inhib	SENP7 inh	PfG6PD inh	SENP6 inh
25	COc1cccc(NC(=S)N(CCCN2CCOCC2)C(C)c2cc3cccc(OC)c3o2)c1 (stereo not drawn)	7	10	-2	4	-26
26	COC(=O)CSc1nnc(CNS(=O)(=O)c2ccc(C)cc2)n1C	15	1	-3	-16	7
27	Cc1ccc(S(=O)(=O)N(C)c2nc3ccccc3[nH]c2=S)cc1	6	-7	0	45	-6
28	CCOc1cc(C(=O)N/N=C/C(Br)=C/c2ccccc2)cc(OCC)c1OCC	17	-3	6	-18	5
29	COC(CNC(=O)C1CCCN(S(=O)(=O)c2ccc3c(c2)oc(=O)n3C)C1)OC (stereo not drawn)	-4	-3	4	6	-18
30	Cc1ccc(NC(=O)c2cc(NC(=O)CCC(=O)O)ccc2N2CCCCC2)cc1	7	7	0	11	-14
31	CCSc1nc2sc3c(c2c(=O)[nH]1)CC(C)(C)OC3	14	11	0	9	1
32	O=C(c1ccc(NS(=O)(=O)c2ccc(F)cc2)cc1)N1CCN(c2ccccc2O)CC1	3	10	0	1	15
33	CC1Cc2ccccc2N1C(=O)Cn1c(=O)oc2cc(S(=O)(=O)NC3CCCC3)ccc21 (stereo not drawn)	10	17	-4	-1	-8
34	Cc1cccc(CCNS(=O)(=O)c2ccc3c(c2)oc(=O)n3C)c1	1	9	2	2	-6
35	CCC(C)C(=O)Nc1ccc(S(=O)(=O)N2CCCC2)cc1 (stereo not drawn)	18	-13	-1	-15	-13
36	O=C(c1cc(S(=O)(=O)N2CCOCC2)c(Cl)cc1Cl)N1CCCC1	2	-3	-2	2	9

#	HKDC1 inhibitor	SENP8 block-2	SENP8 block-1	SENP1 inh
25	1	13	-11	5
26	4	42*	-1	2
27	14	-26	2	-25
28	-16	15	-1	1
29	0	16	-11	0
30	-5	2	-2	-2
31	-5	-5	-1	-2
32	1	8	7	2
33	4	4	9	0
34	0	1	3	3
35	1	-4	7	-1
36	-5	1	15	1

Continued:
#	SMILES	NALP3 yeast inh	Apaf1 inhib	SENP7 inh	PfG6PD inh	SENP6 inh
37	COc1ccc(N/C(=N\c2nc(C)cc(C)n2)NC(=O)C(C)C)cc1OC	9	0	1	1	-16
38	O=c1[nH]c2ccccc2cc1CN(Cc1ccco1)S(=O)(=O)c1ccc(F)cc1	11	22	3	20	5
39	CN(C1CCCCC1)S(=O)(=O)c1ccc2c(c1)c(=O)c(C(=O)NCCCN1CCCC1)cn2C	7	13	1	-8	-12
40	Cc1ccc(-c2nc3ccccc3c(=O)n2NC(=S)N(C)C)cc1	17	2	-1	23	-7
41	COc1cccc2c1C(CO)N1C(C#N)C3CC(C(=O)O)C(C1C2)N3C (stereo not drawn)	-4	-11	13	-14	-24
42	O=C(N1CCN(S(=O)(=O)c2ccc(Cl)cc2)CC1)n1ccnc1	13	0	4	-2	-2
43	O=C(O)CCC(NC(=O)C1CCCN1C(=O)OCc1ccccc1)C(=O)O (stereo not drawn)	-6	5	-2	5	-28
44	CC(C)(C)c1ccc(NC(=O)COC(=O)CCN2C(=O)c3cccc([N+](=O)[O-])c3C2=O)cc1	4	-2	-6	-2	-11
45	Cc1ccc(OC(C)C(=O)Nc2ccncc2)cc1 (stereo not drawn)	20	-2	-2	10	3
46	C=CCn1c2ccccc2c2nnc(SC(CC)C(=O)Nc3sc4c(c3C#N)CCCC4)nc21 (stereo not drawn)	9	15	9	13	-10
47	CN(Cc1nc(CCc2ccccc2)no1)Cc1cccs1	-14	-15	-1	4	15
48	COc1ccc(S(=O)(=O)c2c(O)c3ccc(C(=O)Nc4cccc(F)c4)cc3[nH]c2=O)cc1	0	6	-9	-37	-7

#	HKDC1 inhibitor	SENP8 block-2	SENP8 block-1	SENP1 inh
37	3	22	-8	0
38	3	-70	0	1
39	1	4	8	-5
40	-6	22	-1	1
41	-4	-2	-13	1
42	-5	6	-7	0
43	-8	4	2	2
44	2	-44	-13	1
45	-7	6	3	1
46	1	17	7	-1
47	-6	2	-3	1
48	1	-26	4	4

Additional structures:
#	SMILES	NALP3 yeast inh	Apaf1 inhib	SENP7 inh	PfG6PD inh	SENP6 inh
49	Cn1cc(/C=N/NC(=O)c2ccccc2O)c2ccccc21	20	3	-17	17	-20
50	C[C@H](Cc1ccccc1)Nc1ncnc2c1ncn2[C@@H]1O[C@H](CO)[C@@H](O)[C@H]1O	22	0	10	1	-3
51	Cc1sc2ncnc(SCC(=O)N3CCCC(C(N)=O)C3)c2c1C (stereo not drawn)	-8	11	-1	18	-7
52	O=C1c2ccccc2C(Nc2ccc3nc(-c4cccnc4)[nH]c3c2)N1Cc1ccco1 (stereo not drawn)	13	-1	2	16	-2
53	CCOC(=O)CN(C(=O)CSc1nnc(Cc2ccccc2)n1-c1ccc(C)cc1)c1ccccc1	10	14	6	0	-27
54	Cc1ccc(/C=C/C(=O)NC(C)c2ccccc2)cc1 (stereo not drawn)	15	15	-3	8	2
55	Cc1cc(=O)c2c([nH]1)c(C)cc1[nH]c(C)c(C)c12	20	-1	5	14	-1
56	Cc1ccc(S(=O)(=O)Nc2ccc3ccccc3c2)cc1	nt	nt	nt	6	nt
57	CCC(CC)C(=O)c1c[nH]c(C(=O)NCc2ccccn2)c1	2	-1	20	-7	-4

#	HKDC1 inhibitor	SENP8 block-2	SENP8 block-1	SENP1 inh
49	-6	-275	-12	-1
50	-3	3	0	1
51	-3	-10	-11	-2
52	-2	-463	0	-4
53	-5	24	3	-2
54	-10	25	-3	-3
55	-1	i	3	-27
56	17	12	nt	0
57	0	6	0	0

Screens: PubChem BioAssay, Sanford-Burnham Center for Chemical Genomics
